Screens deposited in PubChem BioAssay by National Center for Advancing Translational Sciences (NCATS).
Giardia FBPA inh: inhibitors of Giardia lamblia fructose-1,6-bisphosphate aldolase | A8B2U2 | purified Giardia FBPA | Potency, µM (series often up to 59.6 µM), inactives show at the highest dose activity, negative = inhibition, usual class: inhibitors | hit rate 0.71% among 290,000; also: potency is read from the fitted curve at half-maximal effect; nearly all actives have a fitted effect of over 55% in size
Target sequence (A8B2U2 whole entry, looked up): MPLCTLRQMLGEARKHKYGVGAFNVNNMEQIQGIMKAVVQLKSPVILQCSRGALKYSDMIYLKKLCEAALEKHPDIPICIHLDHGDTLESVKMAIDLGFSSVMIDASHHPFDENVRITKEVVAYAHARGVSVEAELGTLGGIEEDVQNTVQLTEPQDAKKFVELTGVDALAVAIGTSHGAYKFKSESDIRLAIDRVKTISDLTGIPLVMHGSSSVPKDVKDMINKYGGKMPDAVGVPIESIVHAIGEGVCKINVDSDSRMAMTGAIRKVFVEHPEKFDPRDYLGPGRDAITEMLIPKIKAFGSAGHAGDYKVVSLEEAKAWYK
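Giardia FBPA (40 nM reagent) was preincubated 10 min at RT with compound (up to 57.5 uM final), then substrate plus GAPDH/TPI/NAD/arsenate coupling system with diaphorase/resazurin was added; resorufin fluorescence (525/598 nm) was read after 20 min.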
AMA1 RON2 block: inhibitors of Plasmodium falciparum AMA1-RON2 interaction; AlphaScreen AMA1-biotinylated RON2 peptide binding; Potency, µM (series often up to 58.2 µM), without a hit: top-dose activity change, negative = inhibition, most hits filed as inhibitors; hit rate 0.2% among 360,000;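 also: potency is read from the fitted curve at half-maximal effect; 0% = vehicle wells and -100% = peptide control; nearly all actives have a fitted effect of over 45% in size; some results filed as inactive show a strong effect at the top dose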
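AMA1 (3D7) with his tag at 25 nM final met compounds first, then biotinylated RON2 peptide at 25 nM; detection used donor plus acceptor beads, 10 µg/mL apiece, read by AlphaScreen after 30 min at room temperature.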
AmpC inh detg: inhibitors of E. coli AmpC beta-lactamase with detergent; AmpC hydrolysis of nitrocefin, absorbance 480 nm, 0.01% Triton; P00811; hit rate 0.041% among 370,000; Potency, µM (top dose mostly 114 µM), inactives show top-dose activity change, negative = inhibition, usual class: inhibitors;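 also: potency is read from the fitted curve at half-maximal effect; 0% = no-compound wells and -100% = no-enzyme wells; nearly all actives have a fitted effect of over 25% in size; some results filed as inactive show a strong effect at the top dose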
Target sequence (P00811 whole entry, looked up): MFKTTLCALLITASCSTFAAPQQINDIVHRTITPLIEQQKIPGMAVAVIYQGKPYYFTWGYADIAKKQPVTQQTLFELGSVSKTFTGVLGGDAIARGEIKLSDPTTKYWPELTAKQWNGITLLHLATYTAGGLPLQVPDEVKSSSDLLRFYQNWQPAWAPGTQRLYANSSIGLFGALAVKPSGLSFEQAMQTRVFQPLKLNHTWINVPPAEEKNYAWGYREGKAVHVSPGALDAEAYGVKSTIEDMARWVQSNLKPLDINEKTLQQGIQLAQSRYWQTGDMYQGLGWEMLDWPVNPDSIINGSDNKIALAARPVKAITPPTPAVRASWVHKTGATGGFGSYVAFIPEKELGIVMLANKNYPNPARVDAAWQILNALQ
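AmpC (5.3 nM in the dispensed reagent) in 20 mM phosphate pH 7.0 with 0.01% (detergent screen) or 0.0001% Triton X-100 was preincubated with compounds for 15 min at room temperature. Nitrocefin was then added from an 800 uM solution, and hydrolysis was followed at 480 nm.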
HCMV antiviral: blocks human cytomegalovirus replication; HFF cells, HCMV-luciferase reporter, 72 h; hits give low values; activity change, negative = inhibition, % at 57.5 µM; hit rate 4.5% among 410,000; in the data active = activity change below about -60%; inconclusive = no clear call, values can overlap the other calls; inactive = above about -39%
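Two compound doses tested in HFFs infected with HCMV-luciferase, MOI 1 PFU/cell, 72 h at 37C. Lysate luminescence read with OneGlo; data normalized against buffer-only and 10uM Salinomycin inhibitor controls.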
AmpC inh no detg: blocks E. coli AmpC beta-lactamase in detergent-free assay. P00811. AmpC nitrocefin hydrolysis, absorbance 480 nm, 0.0001% Triton. Potency, µM (top dose mostly 57.1 µM), without a hit: top-dose activity change, negative = inhibition, usual class: inhibitors. hit rate 0.52% among 330,000;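 also: potency is read from the fitted curve at half-maximal effect; plate controls were no compound for no effect and no enzyme for full effect; nearly all actives have a fitted effect of over 20% in size; some results filed as inactive show a strong effect at the top dose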
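20 mM phosphate pH 7.0 + 0.01% (detergent screen) or 0.0001% Triton X-100; 5.3 nM AmpC reagent; cpd preinc 15 min RT; nitrocefin (800 uM stock) to start; A480 q20 s × 4 min; Activity was normalised to no-enzyme and no-compound control wells.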
Sm TGR block: blocks Schistosoma mansoni thioredoxin glutathione reductase; Q962Y6; purified TGR, DTNB reduction, TNB absorbance 405 nm; Potency, µM (top dose mostly 114 µM), for the others: at the top dose activity change, negative = inhibition, hits mostly inhibitors; hit rate 3% among 360,000; AID 485364; also: potency is read from the fitted curve at half-maximal effect; nearly all actives have a fitted effect of over 60% in size
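TGR 20 nM + NADPH 100 uM (dispensed conc.), cpd preinc 15 min RT; start with NADPH (500 uM addition) then DTNB (15 mM addition). Kinetic TNB absorbance, 405 nm filter. Four-parameter Hill fit across titration.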
The depositor's hits bear a star; ? = inconclusive; . = not tested or not shown; & = joins results of further samples; [ ] = dose if it differs, or a comment. Unless noted, calls follow the shape of the dose curve; as a rule, active = well fitted curve in the direction sought with a large enough effect; inconclusive = small, poorly fitted or top-dose-only effect, or another doubt; inactive = no such curve, though single readings can be large; an effect the other way counts as inactive or inconclusive. Unless noted, % is scaled to controls: 0 for no effect and ±100 for the full control effect.

#	SMILES	Giardia FBPA inh	AMA1 RON2 block	AmpC inh detg	HCMV antiviral	AmpC inh no detg	Sm TGR block
1	COC(=O)CCCC1=CC2=CC(=O)C(C)(OC(=O)c3cccs3)C(=O)C2=CN1CCN1CCOCC1 (stereo unspecified)	?	-17%	-7%	11	184%[activator]	-3%
2	CCOC(=O)COC(=O)c1ccc(Oc2cc(C)nc(SC)n2)cc1	3%	8%	-3%	50	8%	3%
3	O=C(c1ccco1)N1CCN(C(=O)C2CC(c3ccc(Cl)c(Cl)c3)=NO2)CC1 (stereo unspecified)	-1%	-16%	-14%	-2	83%[activator]	-26%
4	O=C(/C=C/c1ccc2c(c1)OCO2)Nc1cccnc1	-10%	-1%	-12%	82	-14%[11.4 µM]	1%
5	Brc1ccccc1-c1nnc(COc2ncnc3c2cnn3-c2ccccc2)o1	-1%	-4%	-17%	.	-18%	-5%
6	Cc1[nH]c2ccccc2c1C(=O)COC(=O)CCS(=O)(=O)c1ccccc1Cl	0%	22%	?	21	-24%	-18%
7	O=C1CCc2cc(S(=O)(=O)N3CCN(c4cccc(C(F)(F)F)c4)CC3)ccc2N1	3%	-1%	?	-28	-7%	11%
8	CS(=O)(=O)N(CC(=O)O)Cc1cccc(CN(CC(=O)O)S(C)(=O)=O)c1	-14%	0%	?	11	-9%	-16%
9	COc1ccc(OC)c(NC(=O)Cc2coc3cc(C)cc(C)c23)c1	-1%	-9%	0%	18	-3%	-5%
10	O=C1CC(N2CCN(c3ccc(Cl)c(Cl)c3)CC2)C(=O)N1 (stereo unspecified)	-11%	-8%	8%	-16	36%	-34%
11	CCOCCCn1c(SCC(=O)Nc2ccccc2OC)nc2c(oc3ccccc32)c1=O	.	.	13%	-25	.	10%
12	S=C(NCCCN1CCOCC1)Nc1cccc(-c2nnc3n2CCCCC3)c1	?	18%	-14%	-6	-32%	-13%
13	CN(C)c1nc(C=C(C#N)C#N)c(Cl)n1-c1ccc(F)cc1	-4%	-11%	14%	-97*	2%	1.8µM*
14	Cc1cccc(Oc2ccccc2NS(=O)(=O)c2ccc(CCC(=O)O)cc2)c1	.	-8%	-9%	3	-52%	-17%
15	CCn1nc(C(=O)Nc2ccccc2C)c(Cl)c1Cl	15%	11%	10%	-6	-17%	18%
16	O=C(c1cnn(-c2ccc(F)cc2)c1-n1cccc1)N1CCN(c2ccc(Cl)cc2)CC1	.	.	2%	-5	.	-3%
17	COC(=O)N=Nc1c(O)n(Cc2ccccc2)c2ccccc12	-3%	-16%	-2%	13	-21%	12%
18	COc1ccc(CC(=O)N2CCc3cc(OC)c(OC)cc3C2COc2ccc(OC)cc2)cc1 (stereo unspecified)	.	.	13%	19	.	3%
19	CC(OC(=O)CC(NC(=O)c1ccccc1Cl)c1ccccc1)C(=O)Nc1cccc(Cl)c1Cl (stereo unspecified)	-2%	-11%	-15%	-38	-18%	-8%
20	Cc1oncc1C(=O)Nc1cccc2ccccc12	4%	8%	1%	6	-14%	2%
21	CC1CC(C)CN(C(=O)c2ccc(CSc3nc4ccncc4[nH]3)cc2)C1 (stereo unspecified)	-2%	-4%	-6%	?	-13%	-6%
22	O=C(CSc1nnc(-c2ccc3c(c2)OCO3)n1-c1ccccc1)c1ccccc1	-4%	8%	-14%	0	-7%	5%
23	O=C(O)CCC(=O)N(Cc1cccnc1)Cc1cccc(F)c1	5%	-3%	-13%	53	-9%	-2%[11.4 µM]
24	O=c1[nH]nc(Cc2ncc(C(F)(F)F)cc2Cl)c2ccccc12	0%	-1%	1%	-5	-17%	8%
25	COc1ccc(OCCSc2nnc(-c3ccoc3C)n2C)cc1	1%	-2%	-11%	3	2%	-2%
26	Cn1c(NNC(=O)/C=C/c2ccc3c(c2)OCO3)cc(=O)n(C)c1=O	?	11%	-8%	-28	11%	10%
27	C=CCOc1ccc(C(=O)Nc2ccc3c(c2)n(C)c(=O)n3C)cc1	-11%	-3%	-6%	-29	-1%	?
28	N/C(=N\OCC(=O)Nc1ccc(F)c(Cl)c1)c1ccccc1	.	0%	.	41	-26%	.
29	O=C(CC1SC(=O)NC1=O)Oc1ccc(/C=N/NC(=O)c2ccccc2O)cc1 (stereo unspecified)	2%	-9%	-3%	-24	-53%	-20%
30	Cc1cc2nc(SCCOC(=O)Nc3ccccc3)nc(C)c2cc1C	-4%	7%	-13%	-28	31%	2%
31	O=C(O)c1cc(-c2ccccc2)n(-c2ccc(F)cc2)n1	-8%	-6%	6%	18	-18%	11%
32	O=C(Nc1ccc(S(=O)(=O)N2CCCCC2)cc1)C1CC(=O)N(c2ccc(F)cc2)C1 (stereo unspecified)	-7%	36%[activator]	-16%	-24	-24%	-16%
33	Cc1ccc(C)c(NC(=O)CCNC(=O)N2C[C@H]3C[C@@H](C2)c2cccc(=O)n2C3)c1	-5%	5%	0%	19	-25%	9%
34	Cc1ccccc1OCCCCCNCCO	0%	7%	?	25	2%	7%
35	COCCNC(=S)N(CCO)Cc1cc2cc3c(cc2[nH]c1=O)OCO3	4%	-7%	1%	19	-20%	-22%
36	O=C(NC1CCCC1)C(c1ccccc1)N(C(=O)c1csnn1)c1ccccc1F (stereo unspecified)	4%	6%	-12%	52	-9%	2%
37	O=c1oc2c(CN3CCCCC3)c(O)ccc2c2c1CCCCC2	-7%	-1%	?	-28	-21%	-9%
38	CCOC(=O)N1CCC(=C(C#N)C(=O)Nc2cc(OC)ccc2OC)CC1	-16%	1%	-3%	32	-13%	0%
39	O=C(O)CCc1ccc(-c2cccs2)n1CCC(=O)O	-14%	27%	-1%	20	0%	7.1µM*
40	O=C1c2ccccc2-c2cccc(C(=O)N3CCCCC3)c21	3%	7%	3%	7	-14%	11%
41	CC(C(=O)O)n1ncc2ccccc2c1=O (stereo unspecified)	-5%	-10%	0%	0	-18%	8%
42	O=c1c(-c2ccccc2)coc2c(CN3CCOCC3)c(O)ccc12	-3%	0%	-9%	14	-7%	2%
43	Cc1ccc(CCNC(=O)C2CCCN(C(=O)N(C)C)C2)cc1 (stereo unspecified)	0%	3%	?	20	-3%	7%
44	Cc1c(Cl)cccc1NC(=S)NCc1cccn1C	2%	64%[activator]	3%	-33	-26%	2%
45	Cc1ccc(C)c(NC(=O)CSc2nc(=O)n(CCN3CCOCC3)c3c2CCCC3)c1	.	0%	0%	-10	0%	5%
46	NC(=O)CC(NC(=O)Cc1ccc(Br)cc1)c1ccc(NC2CCCC2)c([N+](=O)[O-])c1 (stereo unspecified)	1%	7%	11%	21	154%[activator]	7%
47	O=C(NCCN1CCOCC1)c1ccncc1	1%	0%	?	18	-15%	1%
48	CCCn1c(=O)c2c(nc3n2CCCN3CCc2ccccc2)n(C)c1=O	8%	-2%	-5%	-62*	81%[activator]	-11%
49	COc1ccc(C(=O)NCC(=O)OCc2ccccc2F)cc1	-3%	0%	?	-2	-9%	6%
50	Cc1c(Cl)cccc1NC(=O)Cn1nnc(-c2nc(-c3ccccc3)no2)c1N	.	.	15%	-11	.	-1%

Later entries.
#	SMILES	Giardia FBPA inh	AMA1 RON2 block	AmpC inh detg	HCMV antiviral	AmpC inh no detg	Sm TGR block
51	CCC(C)NS(=O)(=O)c1ccc(NC(=O)c2c(-c3ccccc3)noc2C)cc1 (stereo unspecified)	3%	-7%	?	-21	-20%	-11%
52	Cc1cccc(NC(=O)CSc2nc3[nH]ncc3c(=O)[nH]2)c1	-1%	4%[2.32 µM]	-12%	-24	-17%	2%
53	CN1CCN(C(=O)CSc2nc3c(c(=O)n(C)c(=O)n3C)n2C)CC1	-1%	12%	0%	16	32%	2%
54	Cc1ccc(/C=N/n2c(-c3ccco3)n[nH]c2=S)cc1	4%	66%[activator]	1%	?	-35%	4%
55	COc1ccc2cc(C3(C)NC(=O)N(CC(=O)NCC(F)(F)F)C3=O)ccc2c1 (stereo unspecified)	-4%	1%	-2%	11	3%	12%
56	CC1=CC2=NC(=O)CC(C)(C(=O)N(CC(=O)NC(C)(C)C)C3CCCC3)N2C=C1 (stereo unspecified)	-6%	-2%	-19%	17	-5%	0%
57	Cc1nc2ccc(F)cc2cc1C(=O)NCC1CCCO1 (stereo unspecified)	-17%	-2%	-5%	46	-10%	-9%
58	Cc1ccc(S(=O)(=O)N2CCOCC2)cc1C(=O)N(Cc1nnc(-c2ccccc2Cl)o1)C1CC1	.	2%	-1%	1	120%[activator]	-12%
59	C[C@H](NC(=O)N1C[C@H]2C[C@@H](C1)c1cccc(=O)n1C2)C(=O)Nc1cccc(F)c1	16%	1%	?	19	9%	-9%
60	CC1C(=O)N2CCCc3cc(S(=O)(=O)N4CCN(c5ccccc5F)CC4)cc1c32 (stereo unspecified)	.	10%	9%	?	89%[activator]	7%
61	CCOc1ccc(-c2nnn(CC(=O)Nc3cc(OC)cc(OC)c3)n2)cc1OCC	-3%	5%	?	8	4%	48%[activator]
62	CCOc1ccc(S(=O)(=O)N2CN(c3cccc(C(C)=O)c3)c3nc4ccccc4nc32)cc1	.	18%	.	-71*	-25%	.
63	Cc1cccc(OCc2nnc(SCC(=O)c3c(N)n(C4CC4)c(=O)[nH]c3=O)o2)c1	.	-2%	-13%	-12	-6%	8%
64	COc1ccc(S(=O)(=O)NC(C)C)cc1-n1cnnn1	4%	13%	-1%&4%	-12&-6	-5%	7%&23%
65	O=C(CC1C(=O)NCCN1Cc1c(F)cccc1Cl)NCCCN1CCCC1=O (stereo unspecified)	-7%	13%	-15%	-36	-8%	-13%
66	Cc1ccc(NS(=O)(=O)c2ccc3[nH]c4c(c3c2)CCCCCC4)cc1C	.	.	8%	-6	.	-3%
67	N#Cc1cccc(CN2C=NS(=O)(=O)c3ccccc32)c1	-5%	6%	0%	-11	-16%	6%

Quoted at random: three compounds from above, in no set order.
#	SMILES	Giardia FBPA inh	AMA1 RON2 block	AmpC inh detg	HCMV antiviral	AmpC inh no detg	Sm TGR block
15	CCn1nc(C(=O)Nc2ccccc2C)c(Cl)c1Cl	15%	11%	10%	-6	-17%	18%
2	CCOC(=O)COC(=O)c1ccc(Oc2cc(C)nc(SC)n2)cc1	3%	8%	-3%	50	8%	3%
61	CCOc1ccc(-c2nnn(CC(=O)Nc3cc(OC)cc(OC)c3)n2)cc1OCC	-3%	5%	?	8	4%	48%[activator]
